All columns: NCI-60 one-dose screen, growth in % after 48 h at 10 µM unless noted; 100 = growth as untreated, 0 = no growth, -100 = all killed.
CCRF-CEM: CCRF-CEM leukemia; 77,000 tested, 7% active
LOX IMVI: LOX IMVI melanoma | 79,000 tested, 7.4% active
HOP-62: HOP-62 NSCLC; 80,000 tested, 3.9% active; AID 1794735
A549/ATCC: A549/ATCC NSCLC; 81,000 tested, 3.7% active; AID 1794740
SK-MEL-5: SK-MEL-5 melanoma; 80,000 tested, 6.4% active; AID 1794755
HOP-92: HOP-92 NSCLC cells; 71,000 tested, 6.3% active
EKVX: EKVX NSCLC; 71,000 tested, 3% active; AID 1794765
M14: M14 melanoma | 80,000 tested, 6.2% active
Starred values were filed as active, the others as inactive; nt = no result given; & = joins results of further samples. How the source made its calls: active means growth percent below 10; inactive means the rest.

Compound,CCRF-CEM,LOX IMVI,HOP-62,A549/ATCC,SK-MEL-5,HOP-92,EKVX,M14
CC1(C)COC(=O)OC1,102,104,107,85,92,100,118,100
COc1ccc(-c2nc(SCCC(C)C)nc(N/N=C\c3ccc(F)cc3)c2C#N)cc1,79,100,98,76,106,108,100,97
O=C(O)CP(=O)(O)CCc1ccccc1,95,98,94,90,101,74,101,104
Cc1cc(=O)[nH]c(N/N=C/c2ccc(N(C)C)cc2)n1,105,113,112,107,102,101,97,107
CS(=O)(=O)OC1CCC(OS(C)(=O)=O)C1 (stereo not drawn),99,101,105,98,101,104,94,97
CCn1cnc2c(SC3CCCC3)ncnc21,109,113,99,119,95,91,101,106
O=S(=O)(Nc1ccc(OCc2nnc(-c3ccc(Cl)cc3)o2)c(F)c1)c1ccccc1,82,87,nt,86,90,82,nt,98
O=C(COc1ccc(Cl)cc1)N1CCN(Cc2ccc3c(c2)OCO3)CC1,97,89,101,96,98,81,86,111
CC1=NC2=NN/C(=N\N)NN2C(c2ccccc2)=C1,107,101,95,109,102,111,95,nt
O=S1(=O)c2ccccc2NC(c2ccccc2)C1c1ccccc1 (stereo not drawn),87,102,88,103,106,70,99,82
CC(C)(CO)c1ccccc1,99,95,92,108,99,nt,110,nt
Nc1nc(N)c(N=O)c(N)n1,101,104,102,99,nt,nt,105,104
CC(C)(C)c1ccc(OCCOCCCl)c(Cl)c1,95,105,90,88,101,97,102,105
CC(C)=CCC/C(C)=C/CC/C(C)=C/CC[C@]1(C)CCc2c(C)c(OC(=O)NS(=O)(=O)c3ccc(C)cc3)c(C)c(C)c2O1,97,116,91,99,97,77,109,99
S=c1[nH]nc(Nc2ccccc2Cl)s1,92,116,111,93,97,87,nt,108
Cc1nn(-c2ccccc2)c(N2CCCCC2)c1-c1nc2ccc(C(=O)O)cc2[nH]1,106,94,90,98,103,86,109,102
CCOC(=O)c1[nH]c(C#N)c(C(=O)OCC)c1C,97,107,101,98,102,nt,93,109
NC(CS/C(Cl)=C/Cl)C(=O)O (stereo not drawn),66,-57*,-3.2*,-53*,-61*,83,81,58
O=c1oc2ccc(F)cc2c(=O)n1-c1ccc(Cl)cc1F,13,17,-5.4*,3.4*,nt,-14*,9.1*,5.1*
CCOC(=O)c1cc(C(=O)OCC)n2ncc3ccccc3c12,94,100,97,94,93,75,107,102
CCCC[n+]1ccc2ccccc2c1,104,93,99,94,107,94,96,100
NNC(=O)/C(=C\c1cccc([N+](=O)[O-])c1)CC(=O)c1ccc(Cl)c(Cl)c1,90,81,76,85,89,73,55,78
Cc1ccc(NC2C(=O)NC(=S)NC2=O)c(C)c1,70,102,105,96,101,87,104,99
CC(O)CN(CCO)CCN(CCO)CC(C)O (stereo not drawn),nt,98,110,102,106,nt,nt,106
O=[N+]([O-])c1cccc(OCCBr)c1,98,103,96,97,104,94,nt,102
NS(=O)(=O)c1ccc(NC(=S)NC(=O)c2ccc(Cl)c(Cl)c2)cc1,72,78,97,80,86,97,77,91
Oc1cc2ccccc2c(-c2c(O)c(O)cc3ccccc23)c1O,-12*,15,42,36,33,-23*,36,25
O=c1c2c3c(sc2n2c(CN4CCOCC4)nnc2n1Cc1ccccc1)CCCC3,nt,92,90,93,115,72,93,102
FC(F)(F)c1nc2c(NCc3ccc(-c4ccccc4)cc3)cccc2[nH]1,45,82,106,55,88,62,nt,90
Cc1c(C(=O)/C=C/Nc2c(Cl)cc(S(N)(=O)=O)cc2Cl)sc2nc3ccccc3n12,102,97,107,103,104,111,106,106
CC(C)Nc1cc(-c2c[nH]c(C(=O)N[C@H](CO)c3cccc(Cl)c3)c2)c(Cl)cn1,26,14,29,15,-7.9*,-18*,39,3.3*
CN1C/C=C\CCOc2cccc(c2)-c2ccnc(n2)Nc2cccc(c2)C1,3.3*,-79*,-44*,-50*,-95*,-15*,-15*,-78*
N#Cc1c(Nc2ccccc2)nn2c(-c3ccc(Cl)cc3)c(-c3nc4ccccc4s3)c(N)nc12,96,97,95,107,97,96,92,103
Clc1cc2cc(-c3nc4ccccc4s3)c(Cl)nc2cc1Cl,89,88,87,103,94,91,87,113
Cc1c(C(=O)/C=C/Nc2cccc(C(=O)O)c2)sc2nc3ccccc3n12,93,100,117,104,107,99,107,107
Cc1[nH]c(=S)sc1C,108,105,nt,97,96,87,nt,92

Three entries from above, sorted by number of heavy atoms, largest number first.
Compound,CCRF-CEM,LOX IMVI,HOP-62,A549/ATCC,SK-MEL-5,HOP-92,EKVX,M14
N#Cc1c(Nc2ccccc2)nn2c(-c3ccc(Cl)cc3)c(-c3nc4ccccc4s3)c(N)nc12,96,97,95,107,97,96,92,103
NS(=O)(=O)c1ccc(NC(=S)NC(=O)c2ccc(Cl)c(Cl)c2)cc1,72,78,97,80,86,97,77,91
Clc1cc2cc(-c3nc4ccccc4s3)c(Cl)nc2cc1Cl,89,88,87,103,94,91,87,113

Only SK-MEL-5, for some of the entries so far:
mol	SK-MEL-5
CC1(C)COC(=O)OC1	92
COc1ccc(-c2nc(SCCC(C)C)nc(N/N=C\c3ccc(F)cc3)c2C#N)cc1	106

Returning to the listing, starting four compounds before the break.
Compound,CCRF-CEM,LOX IMVI,HOP-62,A549/ATCC,SK-MEL-5,HOP-92,EKVX,M14
N#Cc1c(Nc2ccccc2)nn2c(-c3ccc(Cl)cc3)c(-c3nc4ccccc4s3)c(N)nc12,96,97,95,107,97,96,92,103
Clc1cc2cc(-c3nc4ccccc4s3)c(Cl)nc2cc1Cl,89,88,87,103,94,91,87,113
Cc1c(C(=O)/C=C/Nc2cccc(C(=O)O)c2)sc2nc3ccccc3n12,93,100,117,104,107,99,107,107
Cc1[nH]c(=S)sc1C,108,105,nt,97,96,87,nt,92
Nc1nn(-c2cccc(C(F)(F)F)c2)c2cccc[n+]12,105,95,107,93,100,89,103,99
Nc1[nH]c(=O)ncc1-c1ccc([N+](=O)[O-])cc1,95,94,103,91,102,88,106,96
Cc1ccc(-c2cc3nc(C(Cl)Cl)nc(-c4cccs4)n3n2)cc1,104,96,54,68,97,80,66,nt
C=C(Cl)C1CO1 (stereo not drawn),97,105,106,114,112,101,114,103
N#Cc1c(N=Cc2ccc(N3CCN(c4ccccc4)CC3)cc2)oc(-c2ccccc2)c1-c1ccccc1,97,97,102,110,102,nt,95,105
Nc1n[nH]c(-c2ccccc2)n1,123&105,103&113,112&102,100&108,96&114,165&88,108&97,106&106
COc1cccc(Nc2ccnc3[nH]c4ccc([N+](=O)[O-])cc4c23)c1,42,52,35,37,39,32,32,34
COc1cc2c(cc1OC)C(c1ccc(S(N)(=O)=O)cc1)N(S(N)(=O)=O)CC2 (stereo not drawn),83,107,87,106,114,96,100,92
CSc1nc(N)c(NS(=O)(=O)c2ccc(C(C)=O)cc2)c(=O)[nH]1,109,101,105,102,98,103,97,89
COc1cc(C)cc(C(O)Cc2cccc(-c3ccc(N(Cc4ccccc4)Cc4ccccc4)cc3)n2)c1 (stereo not drawn),56,64,66,69,36,63,69,85
O=C1CSC(=Nc2ccc(OCc3nnc(-c4ccc(Cl)cc4)o3)cc2)N1,91,83,83,94,nt,92,nt,99
CCCCCC(Cl)(CCCC)CCCCC,97,98,99,104,100,nt,nt,103
O=C(O)c1ccc(-n2cc(/C=N/Nc3ccccc3F)c(-c3cc4ccccc4oc3=O)n2)cc1,59,69,100,106,88,74,78,82
Cn1cc(-c2csc(-c3cn(CCCN4CCCCC4)c4ccc(Br)cc34)n2)c2cccnc21,-24*,-71*,-57*,-49*,-34*,32,50,-88*
O=C(C1CC1)N1CCN(c2ncc([N+](=O)[O-])c(N3CCN(C(=O)C4CC4)CC3)n2)CC1,97,99,102,103,91,93,88,103
CC[C@@H](CO)NCCN[C@@H](CC)CO,107,105,98,nt,106,94,112,106
CCOC(=O)c1c(N)c(C#N)cn1-c1cc(OC)c(OC)c(OC)c1,107,98,101,101,111,79,96,109
COc1cc(-c2cc(=O)c3c(O)cc(C)cc3o2)cc(OC)c1OC,93,102,90,101,105,nt,nt,111
O=C(/C=C/c1ccccc1)Nc1cccc(-c2nc3ccccc3c(=O)[nH]2)c1,92,102,94,92,98,99,100,93
CCCCOCC1OC1COCCCC (stereo not drawn),102,93,97,84,109,72,100,96
O=C(CN1CCN(c2ccccc2F)CC1)Nc1ccc(C(F)(F)F)cc1[N+](=O)[O-],100,103,113,115,111,82,126,120
N=S(c1ccccc1[N+](=O)[O-])c1ccccc1[N+](=O)[O-],7.7*,3.3*,124,90,50,-1.9*,86,60
CCc1nnc(NC(=O)Cc2csc(-c3ccccc3)n2)s1,69,105,101,105,115,81,99,101
O=C(Oc1ccccc1C(=O)O)c1ccccc1O,95&97,97&102,104&105,100&102,100&115,107&95,103&100,112&104
COc1ccc(C2OCCO2)cc1,101,95,105,107,100,88,111,100
FC(F)(F)COCC(F)(F)F,94,97,112,100,110,91,100,109
CCC(c1ccccc1)c1noc(CCN(CC)CC)n1 (stereo not drawn),48,100,97,nt,102,nt,105,97
CSc1nc(N)cc(=O)[nH]1,111,95,nt,98,98,103,111,107
COc1ccc2c(c1OC)C(=O)OC2C1c2c(c(COC(=O)C(CC(C)C)NC(=O)OC(C)(C)C)c3c(c2OC)OCO3)CCN1C (stereo not drawn),99,94,96,99,103,96,97,95
COc1ccc(-c2csc(NC(C)=O)n2)cc1NS(=O)(=O)c1cccc2c(N(C)C)cccc12,102,97,100,76,75,69,82,102
CCOC(=O)c1c(SC)nn(-c2cc(=O)n(C)c3ccccc23)c1N,112,101,82,99,101,79,93,105
COc1cccc(/C=C/c2nc(=O)c3ccccc3o2)c1OC,92,98,96,105,97,74,nt,95
COc1ccc2nc(NC(=O)c3cccnc3Nc3cc(OC)c(OC)c(OC)c3)sc2c1,49,37,17,-32*,15,-65*,36,48
COC(=O)/C=C1/SC(=Nc2cccc(Cl)c2)N(CCc2c[nH]c3ccc(O)cc23)C1=O,0.5*,-39*,15,79,41,41,46,13
C=CCn1c(=N)c(S(=O)(=O)c2ccccc2)cc2c(=O)n3ccccc3nc21,106,98,107,99,98,97,101,113
COc1ccc(Cn2nc3c(c2-c2ccc(OC)cc2)-c2oncc2CC3)cc1,84,83,113,84,86,58,68,106
N/C(=N\C(N)=N\c1nc2ccccc2s1)c1c(Cl)cccc1Cl,100,81,109,65,100,95,94,89
